SKBR3 24h inh: SK-BR-3 proliferation inhibitors, primary screen, cell-based, human, 24 h | SK-BR-3 viability, CellTiter-Glo ATP luminescence; hits give low values | viability, % at 10 µM | 0.47% of 41,000 active | AID 847, 2007;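 active = viability at or below the median of all test compounds minus 3 SD, in both replicates if run twice, cut at about 45% in these data; inconclusive = duplicate replicates that disagree with each other; inactive = viability above that cutoff in every replicate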;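 note: 100% = median untreated cell wells and 0% = median positive control drug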
An asterisk follows results filed as active; u = inconclusive.

Compound,SKBR3 24h inh
Cn1c(CCCNC(=O)c2ccccc2)nc2ccccc21,95.7
CN1C(=O)C(O)(CC(=O)c2cccc(-n3cccc3)c2)c2ccccc21 (configuration not stated),96.4
O=C(CNC1C(=O)Nc2ccccc21)Sc1ccccc1 (configuration not stated),82.2
COc1ccc(OC)c(CNc2nc3ccccc3n2CCN2CCCCC2)c1,69.2
FC(F)(F)c1cccc(N2CCN(c3nnnn3-c3ccccc3)CC2)c1,78.1
CCOC(=O)COc1cc(=O)n(CC)c2ccccc12,76.4
CCCC(=O)C1=C(O)C(C(=O)OC)C(C)(C)CC1=Nc1ccccc1 (configuration not stated),88.7
COc1ccccc1NC(=O)N1CCN(c2ncccn2)CC1,96.7
CCOc1ccccc1N1CCN(Cc2ccc(OC)c(OC)c2OC)CC1,99.2
Cc1cc(-c2ccc(Cl)cc2)n2nc(N)nc2n1,88.3
CC(C)(C)n1nnnc1C(c1cccs1)N(Cc1ccccc1)Cc1cccnc1 (configuration not stated),91.9
O=C(Nc1c(-c2ccccc2)nc2ccccn12)c1ccco1,78.5
CNC(=O)c1cc2c(=O)n3cccc(C)c3nc2n(C(C)C)c1=N,82.2
Cn1nnnc1SCc1c(F)cccc1F,104.2
CCOC(=O)C1C(=O)C=C(N2CCOCC2)CC1c1cccc(OC)c1 (configuration not stated),92.9
Fc1cccc(Cl)c1Cn1nnc2c(NCc3ccccn3)ncnc21,90.3
CCCC(=O)Nc1sc(C(=O)OC)c(C)c1C(N)=O,85.9
COc1nc(N(C)C)nc(N(OC)S(=O)(=O)c2ccccc2Cl)n1,96.2
O=C(CN1C(=O)c2ccccc2S1(=O)=O)NCc1cccnc1,89.8
CCOC(=O)c1cc2c(=O)n3ccccc3nc2n(CC2CCCO2)c1=NC(C)=O (configuration not stated),89.4
CC(C)C(c1nnnn1C1CCCC1)N1c2ccccc2CC1C (configuration not stated),162.2
CCN(CC)CCCn1c(C)cc2c(c1=O)C(c1cccc(Cl)c1)C(C#N)=C(N)O2 (configuration not stated),72.2
CCCN(CCC)C(=O)CC(c1ccc(F)cc1)c1ccco1 (configuration not stated),101.7
CCCC(=O)Nc1ccccc1NC(=O)CN(C)S(=O)(=O)c1ccc(C)cc1,104.7
Cc1nn(-c2cccc(Cl)c2)c2c1C(c1ccncc1)C(C#N)=C(N)O2 (configuration not stated),87.6
CCOC(=O)NCc1cc(-c2nn(C)c(=O)c3ccccc23)ccc1C,79.4
COc1ccc(S(=O)(=O)N2CCC(C(=O)N3CCCCC3)CC2)cc1OC,104.6
CCCCCOC(=O)C1[C@H]2C(=O)N(c3ccccc3CC)C[C@]23C=C[C@H]1O3 (some centres not stated),96.5
Cc1ccc(-n2c(SCC(=O)Nc3ccc4c(c3)OCO4)nnc2-c2cccs2)cc1,u
COc1ccc(NC(=O)c2ccco2)cc1NC(=O)c1cccc(OC(C)C)c1,45.9

Three records drawn at random from the list so far, as already listed:
Compound,SKBR3 24h inh
Cc1nn(-c2cccc(Cl)c2)c2c1C(c1ccncc1)C(C#N)=C(N)O2 (configuration not stated),87.6
COc1ccc(OC)c(CNc2nc3ccccc3n2CCN2CCCCC2)c1,69.2
Cn1c(CCCNC(=O)c2ccccc2)nc2ccccc21,95.7

Following part:
Compound,SKBR3 24h inh
Cc1cccc(OCCC(=O)Nc2c(C)n(C)n(-c3ccccc3)c2=O)c1,83.5
NC(=O)C[C@@H]1N[C@]2(C(=O)Nc3ccccc32)[C@@H]2C(=O)N(c3cc(C(F)(F)F)ccc3Cl)C(=O)[C@H]12,91.7
O=C(c1cc(-c2ccc(Cl)cc2)on1)N1CCOCC1,83.1
CCOC(=O)CNC(=O)CSc1nnc(-c2ccccc2OC)n1CC,85.3
O=S(=O)(N1CCOCC1)N1CCN(c2ccccc2F)CC1,99.0
CSCC[C@H](NC(=O)OC(C)(C)C)c1nnc(SCC(=O)Nc2ccc(C)cc2C)o1,108.9
CC(C)(C)OC(=O)N1CCC[C@H]1c1nnc(SCc2c(Cl)cccc2Cl)o1,66.3
COC(=O)Cn1c(=O)cnc2ccccc21,95.3
N#Cc1c(/N=C/c2ccco2)sc2c1CCCCC2,94.3
Cc1cc(=O)[nH]c(SC/C=C/c2ccccc2)n1,92.8
CCOC(=O)CSc1cccc2cccnc12,72.8
C=CCn1c(=O)c2ccccc2n2c(SCC(=O)c3ccccc3)nnc12,68.4
COc1ccc(NC(=O)C2CSC3c4ccccc4C(=O)N23)cc1 (configuration not stated),86.0
COc1ccccc1Nc1nc(C2(C)CCC(=O)O2)cs1 (configuration not stated),100.7
CC(C)c1ccc(C(=O)CSc2ncn[nH]2)cc1,70.7
COc1ccc(NC(=O)c2oc3ccccc3c2C)c(OC)c1,74.6
CN(C)CCCN1C(=O)C(=O)/C(=C(/O)c2ccncc2)C1c1cccc(Br)c1 (configuration not stated),89.7
CNCCc1ccccn1,85.8
C=CCN1CC(c2nc3ccccc3n2Cc2ccccc2)CC1=O (configuration not stated),90.2
O=C(Nc1cccc(Cl)c1)Nc1nccs1,117.8
COC(=O)c1cccc(NC(=O)CN2CCC(NC(=O)c3cc(OC)c(OC)c(OC)c3)CC2)c1,60.5
O=C(Cn1nc(C(F)(F)F)c2c1CCCC2)NC1CCCC1,84.0
Cc1ccc(CS(=O)(=O)CCC(=O)NCCCN2CCCC2)cc1,84.9
COC(=O)CCC(=O)Nc1ccc(Br)cc1,96.0
COc1ccc(NC(=O)c2cc(C)on2)cc1OC,83.4
CN1C(=O)OC(C)(CCc2ccccc2)C1(C)O (configuration not stated),67.0
CCn1c(SCC(=O)NCc2ccco2)nnc1C(C)C,105.5
CC1Cc2nc(SCC(=O)NC3CCCCC3)n(C)c(=O)c2S1 (configuration not stated),91.3
Cc1ccc(C(=O)NC(C)(COc2nonc2C)COc2nonc2C)cc1,76.2
COC(=O)C(C)Sc1ncnc2c1nnn2-c1ccc(F)cc1 (configuration not stated),91.2

Compound,SKBR3 24h inh
Cc1c(NC(=O)CC2CC(C)OC2=O)c(=O)n(-c2ccccc2)n1C (configuration not stated),92.0
C=CCn1c(COc2ccc(Cl)cc2)nnc1SCC(=O)NCC(=O)OCC,89.6
COC(=O)c1ccccc1NC(=O)NCc1ccccn1,94.3
CC(C)(C)NC(=O)c1ccc(NC(=O)C2COc3ccccc3O2)cc1 (configuration not stated),88.7
CCOC(=O)N1CCN(C(=O)CSc2nc3c(c(=O)n2-c2ccccc2OC)SCC3)CC1,90.2
CCOC(=O)c1cccc(NC(=O)CCS(=O)(=O)c2cccc3nsnc23)c1,79.2
O=C(CN1CCN(Cc2ccc3c(c2)OCO3)CC1)N1CCc2[nH]c3ccccc3c2C1,75.4
Cc1ccc(S(=O)(=O)N(C)CC(=O)N2CCc3ccccc32)cc1,102.4
CC(C)c1nnc(NC(=O)CCC(=O)N2CCN(C3CCCCC3)CC2)s1,95.0
COc1ccc(OCC(=O)Nc2cccc(C(C)=O)c2)cc1,88.0
CCn1c(NC(=O)Nc2ccccc2OC)nc2ccccc21,81.0
CCc1cccc(CC)c1N(COC)C(=O)Cn1nnc2ccccc21,94.2
CCn1c2ccccc2c2cc(C3C(C#N)=C(C)NC(C)=C3C#N)ccc21,82.2
CC1(C)CC(=O)C2=C(C1)OC(N)=C(C#N)C21CCN(C(=O)OCc2ccccc2)CC1,84.5
Cc1nc2ccc(-n3ccc(=O)cc3)cc2s1,79.6
Cc1ccc(S(=O)(=O)N(C)CCCC(=O)NCc2ccc3c(c2)OCO3)cc1,79.6
CCOc1ccccc1N1CCN(S(=O)(=O)c2cccc3nsnc23)CC1,80.4
CS(=O)(=O)N(Cc1ccco1)CC(O)Cn1c2ccccc2c2ccccc21 (configuration not stated),81.3
CCCOC(=O)c1ccc(Oc2c(-c3ccc(OCC)cc3O)n[nH]c2C)cc1,70.0
Cn1c(CSc2ncccn2)nnc1SCC(=O)N1CCCCC1,83.0
Cc1c(-c2ccco2)[n+](=O)c2c(n1[O-])CCC2,93.4
CC(C)c1nc2n[nH]c(N)c2c2c1CCC2,126.1
Cc1ccccc1N1CCN(c2ncnc3c2cnn3Cc2ccc(Cl)cc2)CC1,73.9
O=C1C(Cl)=C(N2CCOCC2)C(=O)N1CCc1ccccc1,80.8
CCOC(=O)c1[nH]c2ccc(F)cc2c1NC(=O)C1=COCCO1,88.5
O=C(NCc1ccco1)c1cccc(-c2nnc(-c3ccccc3)o2)c1,80.8
CCOC(=O)C1C(=O)CC(C)(O)C(C(=O)OCC)C1c1cccs1 (configuration not stated),102.4
COc1ccc2[nH]c(=O)c(C(c3nnnn3C(C)(C)C)N(Cc3ccco3)CC3CCCO3)cc2c1 (configuration not stated),69.6
Clc1ccc(Cn2ncc3c(NCc4ccco4)ncnc32)c(Cl)c1,107.5
O=C(O)c1n[nH]c2c1CCCC2,103.9

Compound,SKBR3 24h inh
CC(C)CCN1C(=O)c2ccc(C(=O)NCc3ccco3)cc2C1=O,71.2
CC(=O)Nc1ccc(NC2(C)C(=O)c3ccccc3C2=O)cc1,96.0
COc1cccc2[nH]c3c(=O)n(CCN(C)C)cnc3c12,104.1
O=C(Cn1c(CN2CCCCC2)nc2ccccc2c1=O)NC1CCCCC1,68.5
Cc1cc(C)nc(Nc2n[nH]c(-c3ccccc3Br)n2)n1,86.9
c1ccc(CNC2=NCCCCC2)cc1,83.1
O=C(Nc1cccnc1)c1scc2c1OCCO2,62.2
Cc1cc(NC(=O)CSC2=NCCS2)no1,102.6
O=C(CSc1nnc(-c2ccccc2)n1-c1ccccc1)NCc1ccco1,77.7
OCCn1c(-c2ccc3c(c2)OCO3)csc1=Nc1ccccc1,74.8
Brc1ccc2nc(CSc3ncn[nH]3)cn2c1,65.9
Nc1cc(C(=O)O)ccc1N1CCCCCC1,95.5
FC(F)(F)C(F)(F)C(F)(F)c1nnc2ccc(N3CCOCC3)nn12,97.7
COc1ccc(-c2cc3nc(C)c(CCC(=O)N4CCCCC4)c(C)n3n2)c(OC)c1,72.3
CC(C)COC(=O)N1CCCC1C(=O)Nc1nccs1 (configuration not stated),93.7
Cc1cc(N2CCCC2=O)cc(C)c1S(N)(=O)=O,98.7
Cc1noc(C)c1S(=O)(=O)N1CCCC(C(=O)N2CCC(C)CC2)C1 (configuration not stated),78.7
N#Cc1c(NC(=O)COC(=O)C2CC3C=CC2C3)oc(-c2ccccc2)c1-c1ccccc1 (configuration not stated),94.4
CCn1c(SCc2nc3ccccc3[nH]2)nnc1-c1ccccc1OC,70.7
O=C1C(=O)N(CCN2CCOCC2)C(c2ccccn2)/C1=C(/O)c1ccc(F)cc1 (configuration not stated),110.1
N#CC(C(=O)O)=C1CCCC1,102.9
c1ccc(CCn2nnnc2C(c2cccs2)N2CCN(Cc3ccc4c(c3)OCO4)CC2)cc1 (configuration not stated),82.5
Cc1ccnc(N2CCC(C(=O)Nc3ccc4c(c3)OCO4)CC2)n1,88.6
N#Cc1ccc2ccn(CC(=O)NC3CCCCC3)c2c1,90.1
COc1ccc(C(=O)n2cnc(N)n2)cc1,128.1
O=C(CCCN1CCC(O)(c2ccc(Cl)cc2)CC1)c1ccc(F)cc1,83.0
C=CCOC(=O)C1=C(C)N(C)C(=O)NC1c1cc2c(cc1Br)OCO2 (configuration not stated),79.7
Cc1nc2nc(SCC(=O)N3CCOCC3)nn2c(C)c1Cc1c(F)cccc1Cl,118.9
CN(C)c1ccc(NC(=O)Nc2ccc3snnc3c2)cc1,93.2
CC(C)NC(=O)CSc1nnc(-c2ccc(S(=O)(=O)N3CCCC3)cc2)n1CC1CCCO1 (configuration not stated),83.8

Compound,SKBR3 24h inh
COc1ccccc1CNc1ccc(N2CCCCC2)cc1,62.0
COc1nc(-c2ccccc2)ccc1-c1noc(-c2cccnc2)n1,86.8
O=C(Nc1ccccc1C(=O)NCCCn1ccnc1)c1ccccc1,80.8
COc1ccc(N2CCN(c3oc(-c4ccc(OC)c(OC)c4)nc3C#N)CC2)cc1,93.2
CCOC(=O)c1c(C)nc(-c2ccccc2)nc1N,73.8
CCOc1ccccc1NC(=O)C1=C(C)NC(=O)NC1c1cccc(OC)c1OC (configuration not stated),23.3*
Cc1ccc2cc(C)c(SCC#N)nc2c1,89.0
COc1ccc(OC)c(-n2cnc3cc(C(=O)NCCCN4CCOCC4)ccc32)c1,69.0
O=C(CCN1CCc2ccccc21)c1ccc2c(c1)OCCO2,78.1
Cc1cc2c(c(=O)n1CCN(C)C)C(c1ccc(Br)cc1)C(C#N)=C(N)O2 (configuration not stated),89.4
O=C(CNS(=O)(=O)c1cccc2nsnc12)NC1CCCCC1,99.5
O=C(CCCOc1ccccc1)N1CCCc2ccccc21,83.6
CCCn1c(CCC(=O)O)ccc1-c1cccs1,71.5
COC(=O)C(NC(=O)c1ccco1)(Nc1nc(C2CC2)cs1)C(F)(F)F (configuration not stated),90.2
COC(=O)c1cccc2c1-c1ccccc1/C2=N/O,91.6
O=C(NCc1ccccc1)N1CCN(c2ccccc2F)CC1,121.5
O=C(c1cccc(S(=O)(=O)N2CCCCC2)c1)N1CCOCC1,84.7
COc1ccc(N2C3=[N+](CCCC3)CC2(C)O)cc1 (configuration not stated),98.4

This is a subset; rates above refer to the full screens.
